PglD inh: C. jejuni PglD acetyltransferase inhibitors, primary screen, biochemical, DTNB colorimetric, single point. UDP-N-acetylbacillosamine N-acetyltransferase PglD (Campylobacter jejuni). purified PglD enzyme, DTNB colorimetric CoA detection. inhibition, % at 12.5 µM. 0.098% of 360,000 active. AID 602405, 2012; in the data active means inhibition above about 16%, passing the limit was not always enough; further: strong numbers were not always called active
RAD54 inh: inhibitors of human RAD54 branch migration, primary screen, biochemical, fluorescence, single point | DNA repair and recombination protein RAD54-like (Homo sapiens), Q92698 | RAD54 Holliday junction branch migration, FAM/BHQ fluorescence | inhibition, % at 10.4 µM | 0.14% of 360,000 active | AID 602329, 2012;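 active means mean normalized replicate activity at least 40 and at least half of replicates scoring 40 or more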;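 further: 0% = median of neutral control wells and 100% = median of positive control wells; inhibitors cause a drop in the FAM fluorescence signal; in these data hits start at about 50%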
PGC1a acetyl inh: inhibitors of PGC1a acetylation signal, primary screen, cell-based, U2OS, AlphaScreen, inhibitor mode | inhibition, % at 15.6 µM | 0.17% of 350,000 active | AlphaScreen anti-acetyl-lysine; with virally co-expressed GCN5 acetyltransferase;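 active means every replicate shows inhibition of at least 40%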;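 further: 0% = neutral control wells and 100% = positive control wells; some results beyond the cut were filed as inactive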
Cneo AK release: Cryptococcus neoformans cell lysis inducers, primary screen, AK release luminescence, single concentration | C. neoformans lysis, adenylate kinase release luminescence, 4 h; normalised: neutral wells 0, clomiphene wells 100 | lysis activity, % at 15 µM | 0.2% of 360,000 active;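 active means mean lysis activity across replicates of at least 80%, whatever share of replicates individually reach that level; inactive means mean lysis activity below 80%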
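Assay system: log-phase C. neoformans yeast / Quantity: yeast cell density of 5 × 10^6 cells/mL / Medium: fresh YPD growth medium / Compound: single dose / Timing: static 4 h at 37 °C with compound, 1 h detection / Measured by: adenylate kinase release luminescence / Read-out: lysis from increased AK signal / Benchmarks: Clomiphene as positive lysis control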
RAD52 anneal inh: RAD52 DNA annealing inhibitors, primary screen, biochemical, FRET, single point, set 2 | DNA repair protein RAD52 homolog (Homo sapiens), P43351 | inhibition, % at 18.7 µM | 0.46% of 360,000 active | recombinant RAD52 DNA annealing, FRET fluorescence;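 active means every replicate showing at least 50% inhibition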
ERAP1 HTS inh: human ERAP1 aminopeptidase inhibitors, primary screen, biochemical, single point, plate reader; Endoplasmic reticulum aminopeptidase 1 (Homo sapiens), Q9NZ08; recombinant ERAP1, Leu-AMC fluorescence, 60 min; inhibition, % at 10.7 µM; 0.15% of 340,000 active; AID 652197, 2013;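 active means mean replicate inhibition of at least 30%, or all replicates individually reaching that 30% level; inactive means mean below 30% and not every replicate reaching it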;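 further: 0% = neutral control wells and 100% = L-leucinethiol positive control wells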
Target sequence (Q9NZ08 whole entry, looked up): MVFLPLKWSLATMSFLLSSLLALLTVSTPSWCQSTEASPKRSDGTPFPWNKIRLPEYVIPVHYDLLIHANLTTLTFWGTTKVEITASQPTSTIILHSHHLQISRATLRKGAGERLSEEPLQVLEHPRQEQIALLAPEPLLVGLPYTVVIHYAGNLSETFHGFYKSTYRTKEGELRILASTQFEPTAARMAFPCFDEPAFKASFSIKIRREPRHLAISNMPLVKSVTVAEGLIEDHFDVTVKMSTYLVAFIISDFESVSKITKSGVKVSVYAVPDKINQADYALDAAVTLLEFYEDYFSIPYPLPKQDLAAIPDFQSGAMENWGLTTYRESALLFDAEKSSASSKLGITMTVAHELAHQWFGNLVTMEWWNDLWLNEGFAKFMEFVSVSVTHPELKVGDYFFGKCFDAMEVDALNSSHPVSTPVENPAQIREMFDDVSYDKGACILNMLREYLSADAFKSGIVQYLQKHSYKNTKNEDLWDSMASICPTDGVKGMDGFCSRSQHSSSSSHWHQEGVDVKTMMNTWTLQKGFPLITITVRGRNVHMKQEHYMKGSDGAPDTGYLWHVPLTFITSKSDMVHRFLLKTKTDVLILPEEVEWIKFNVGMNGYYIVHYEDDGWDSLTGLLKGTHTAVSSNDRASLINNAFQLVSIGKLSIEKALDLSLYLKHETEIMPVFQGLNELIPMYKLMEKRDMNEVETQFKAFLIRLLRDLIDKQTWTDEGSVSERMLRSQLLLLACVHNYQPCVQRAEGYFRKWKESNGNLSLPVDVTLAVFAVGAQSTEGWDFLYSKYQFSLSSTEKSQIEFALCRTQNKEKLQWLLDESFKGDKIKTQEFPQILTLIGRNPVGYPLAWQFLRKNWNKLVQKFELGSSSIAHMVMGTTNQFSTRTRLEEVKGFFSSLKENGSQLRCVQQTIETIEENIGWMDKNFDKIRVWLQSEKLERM
E-sel inducer: E-selectin induction in HUVECs, primary screen, imaging, HUVEC, immunofluorescence imaging, single point; activation, % at 7.58 µM; 0.37% of 260,000 active; P16581; normalized: neutral wells 0, TNF-alpha wells 100;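 active means mean E-selectin-positive cell signal at least 10% of the positive control, reached in at least 60% of replicates, without over 20% cell loss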;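 further: in these data hits start at about 27%; measured in HUVEC primary endothelial cells; signal is the percent of cells scored E-selectin positive by PE staining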
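Read-out basis: % PE-positive cells; Test system: HUVEC primary endothelial cells; Technique: immunofluorescence imaging; Dosing: single-point compound dose.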
miR122 inh: miR-122 Renilla sensor signal increase in Huh7, primary screen, miR-122 inhibitor project, cell-based, single point, plate reader; Huh7 miR-122 Renilla luciferase sensor, 48 h; neutral wells = 0, positive control = 100; activation (reporter increase), % at 12.5 µM; 0.3% of 340,000 active; AID 602342, 2012;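 active means mean replicate activation score at least 90 and every replicate individually at or above 90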;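 further: higher luciferase means less miR-122 activity so hits act as miR-122 inhibitors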
The depositor's hits bear a star; nt = not tested or not shown; [ ] = dose if it differs, or a comment.

#	compound	PglD inh	RAD54 inh	PGC1a acetyl inh	Cneo AK release	RAD52 anneal inh	ERAP1 HTS inh	E-sel inducer	miR122 inh
1	CC(C)[C@H](NC(=O)OCc1ccccc1)C(=O)OCC(=O)N1CCN(c2ccccc2)CC1	1.2	-8.3	-16.9	-1.0	-2.1	1.1	0.3	-3.2
2	COc1ccc(OC)c(-c2nc3cc4ccccc4cc3nc2-c2ccccc2)c1	nt	nt	-1.4	nt	-17.8	2.0	nt	8.5
3	COc1ccc(S(=O)(=O)Nc2ccc3c(c2)C(=O)N([C@@H](C)CO)C[C@@H](C)[C@@H](CN(C)C(=O)NC2CCCCC2)O3)cc1	0.4	-12.3	3.6	-1.6	16.5	4.5	0.0	-3.8[16.7 µM]
4	CC(=O)N(C)C[C@H]1Oc2ncc(C#Cc3cccc(F)c3)cc2C(=O)N([C@H](C)CO)C[C@H]1C	-1.1	-3.5	nt	-4.3	5.1	1.8	-0.5	2.7[16.7 µM]
5	O=C(Cn1cnc2ccccc2c1=O)Nc1ccc(-c2nnc3n2CCCCC3)cc1	-1.3	-3.6	-17.1	1.9	nt	nt	nt	2.1
6	CCc1cccc(NC(=O)CSC2=NS(=O)(=O)c3ccccc32)c1	-1.5	1.5	-8.2	3.7	-3.9	3.9	-0.7	0.4
7	C[C@@H]1CCCCO[C@H](CN(C)Cc2ccncc2)[C@H](C)CN([C@H](C)CO)C(=O)c2cc(NC(=O)Nc3ccccc3)ccc2O1	3.1	-5.3	-0.8	-0.4	14.9	-7.0	0.0	-3.1[16.7 µM]
8	CCOc1ccc(S(=O)(=O)N(C)c2ccc(OCC(=O)Nc3ccc4[nH]c(=O)[nH]c4c3)cc2)cc1	-1.5	-10.2	nt	-1.2	-10.8	0.5	nt	nt

Arranged by count of non-hydrogen atoms (ascending): some entries from above
#	compound	PglD inh	RAD54 inh	PGC1a acetyl inh	Cneo AK release	RAD52 anneal inh	ERAP1 HTS inh	E-sel inducer	miR122 inh
6	CCc1cccc(NC(=O)CSC2=NS(=O)(=O)c3ccccc32)c1	-1.5	1.5	-8.2	3.7	-3.9	3.9	-0.7	0.4
2	COc1ccc(OC)c(-c2nc3cc4ccccc4cc3nc2-c2ccccc2)c1	nt	nt	-1.4	nt	-17.8	2.0	nt	8.5
5	O=C(Cn1cnc2ccccc2c1=O)Nc1ccc(-c2nnc3n2CCCCC3)cc1	-1.3	-3.6	-17.1	1.9	nt	nt	nt	2.1
1	CC(C)[C@H](NC(=O)OCc1ccccc1)C(=O)OCC(=O)N1CCN(c2ccccc2)CC1	1.2	-8.3	-16.9	-1.0	-2.1	1.1	0.3	-3.2
8	CCOc1ccc(S(=O)(=O)N(C)c2ccc(OCC(=O)Nc3ccc4[nH]c(=O)[nH]c4c3)cc2)cc1	-1.5	-10.2	nt	-1.2	-10.8	0.5	nt	nt
3	COc1ccc(S(=O)(=O)Nc2ccc3c(c2)C(=O)N([C@@H](C)CO)C[C@@H](C)[C@@H](CN(C)C(=O)NC2CCCCC2)O3)cc1	0.4	-12.3	3.6	-1.6	16.5	4.5	0.0	-3.8[16.7 µM]
7	C[C@@H]1CCCCO[C@H](CN(C)Cc2ccncc2)[C@H](C)CN([C@H](C)CO)C(=O)c2cc(NC(=O)Nc3ccccc3)ccc2O1	3.1	-5.3	-0.8	-0.4	14.9	-7.0	0.0	-3.1[16.7 µM]

Assay outcomes from PubChem.
